From PubChem
Pf apPOL block: Pf-apPOL inhibitors, biochemical, fluorescence; Recombinant Pf-apPOL, molecular beacon fluorescence, 1.5 h; inhibition, % at 10 µM; 210,000 compounds, 0.25% hits
mHTT-CaM PPI inh: mutant huntingtin-calmodulin interaction inhibitors – biochemical, AlphaScreen, primary screen | P42858 | AlphaScreen His-mHTT/GST-CaM binding, luminescence | inhibition, % at 15 µM | 190,000 compounds, 3.6% hits;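 note: 0% = both proteins with DMSO and 100% = one protein alone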
* = called active by the depositor; . = not tested or not shown; & = joins results of further samples. Cut-off read from the data, not from the text of the source: active = inhibition above about 50%; inactive = the rest.

Sequence of screens – Pf apPOL block	mHTT-CaM PPI inh
COc1ccc(-c2ccc(N3CCN(C(=O)C(C)Oc4cccc(F)c4)CC3)nn2)cc1 (stereo not drawn)
 : -14	2
O=C(COc1ccccc1)Nc1nn[nH]n1
 : -11	1
COCC(C)NC(=O)c1cc(-c2cc(OC)ccc2OC)on1 (stereo not drawn)
 : -5	-3
CCOc1ccc(Cc2nnc(NC3CCCCC3)[nH]c2=O)cc1
 : -1	-13
CCCNC(=O)c1cnn2c(-c3ccccc3F)ccnc12
 : -4	-6
Cc1nc2cc(N=Cc3c[nH]c4ccccc34)ccc2n1Cc1ccccc1
 : -4	3
CC(=O)OCC1=C(C(=O)O)N2C(=O)[C@@H](NC(=O)Cc3cccs3)[C@H]2SC1
 : 6	.
O=c1ccc(-c2ccc(F)cc2)nn1CCc1nc(-c2ccccc2Cl)no1
 : -5	-6
O=C(C1CC(c2ccc(F)cc2)=NO1)N1CCCc2ccccc21 (stereo not drawn)
 : -1	-25
COc1cc2c(cc1OC)C(C(=O)N1CCC(C(N)=O)CC1)C(c1ccccc1F)N(C)C2=O (stereo not drawn)
 : 0	-9
Cc1nn(-c2ccc(C(=O)NCCN(C)C)cc2)c2c1C(=O)CCC2
 : -1	1
CCCCN1C(=O)C(C)(C(=O)NCc2ccccc2C)Oc2cccnc21 (stereo not drawn)
 : -2	-11
Cn1c(OCc2ccc3c(c2)OCO3)nc2c1c(=O)n(Cc1ccc(F)cc1)c(=O)n2C
 : -10	-2
CSc1ccc(/C=C2\NC(=O)N(CC(=O)Nc3cccc(C)c3)C2=O)cc1
 : -4	-6
CCn1c(=N)c(S(=O)(=O)c2ccc(Cl)cc2)cc2c(=O)n3cccc(C)c3nc21
 : -6	-4
O=C(Cn1c(NCCCO)nc2ccccc21)c1ccccc1
 : -2	-4
CCN1c2ccccc2C(=O)NC12CCN(C(=O)Cc1ccc(C)cc1)CC2
 : -9	1
CCNc1nc(NCC)nc(OCCNS(=O)(=O)c2cc(C)ccc2C)n1
 : 89*	1
COc1ccc(CCNC(=O)CC2CCN(C(=O)c3ccc(C)cc3)CC2)cc1OC
 : -4	7
Cc1ccc([N+](=O)[O-])cc1NC(=O)C(Cc1c[nH]c2ccccc12)NC(=O)Oc1ccccc1 (stereo not drawn)
 : 1	-2
CCOc1ccc(N(C(C)C(=O)Nc2ccc(C)c(C)c2)S(C)(=O)=O)cc1 (stereo not drawn)
 : -7	3
CCC(=O)NCCc1csc(C2CCN(C(=O)c3ccc(F)cc3F)CC2)n1
 : -3	11
Cc1cc(Cl)ccc1NC(=O)Cn1ccc2c(=O)[nH]ccc21
 : 28	15
O=C(NCc1cccnc1)c1c[nH]c2ccc(S(=O)(=O)N3CCOCC3)cc2c1=O
 : 9	-2
C/C(=C\C(=O)c1ccccc1)Nc1ccccc1F
 : -10	5
Cc1cc(F)ccc1NC(=O)C1CCN(c2ccncc2)CC1
 : -1	-5
CN1c2cc(F)ccc2C(=O)NC12CCN(C(=O)c1cccc(F)c1)CC2
 : 1	-12
CC1CCN(C(=O)COc2ccc(-c3ccccc3)cc2)CC1
 : -7	0
Cc1cccc(NC(=O)C2CCCN(c3ncc(-c4cccc(F)c4)cn3)C2)c1 (stereo not drawn)
 : 6	-1
CCCCCc1cc(=O)oc2c(C(CCN3CCCCC3)c3ccc(OC)cc3)c(OC)cc(OC)c12 (stereo not drawn)
 : -19	100*
O=C(CSc1ncnc2c(-c3ccccc3)c[nH]c12)Nc1ccc2c(c1)OCO2
 : -3	0
COc1cccc(Oc2coc3cc(OC(=O)c4cccc(OC)c4)ccc3c2=O)c1
 : 0	-10
O=C(NCCc1csc(C2CCN(C(=O)NC3CCCCC3)CC2)n1)C1CC1
 : 3	6
O=C(C(Cl)c1ccccc1)N1CCc2nc(Cc3cccc(F)c3)[nH]c(=O)c2C1 (stereo not drawn)
 : 0	28
COc1ccc(C(C)NC(=O)c2cn3cccc(C)c3n2)cc1 (stereo not drawn)
 : -6	6
COc1cc(C)ccc1OCC1CN(C(=O)c2cccc(Cl)c2)CCO1 (stereo not drawn)
 : -6	5
Nc1nc[nH]c(=O)c1N=Cc1ccc([N+](=O)[O-])cc1
 : 4	0
Cc1nn(-c2ccc(Cl)nn2)c(=O)c2ccccc12
 : -3	-3
O=C(CCc1ccc2[nH]ccc2c1)NCc1cc(F)cc(F)c1
 : -3	8
O=Cc1ccc(OCc2cccc([N+](=O)[O-])c2)c(Br)c1
 : -5	-2
Cc1ccc(C(=O)N2CCC3(CC2)NC(=O)N(Cc2ccccc2Cl)C3=O)cc1F
 : -6	5
COc1ccc(C(=O)N2[C@@H](C(C)C)COc3cc(Br)ccc3S2(=O)=O)cc1
 : -5	-15
CCN(C)c1nc(-c2cccc(C)c2)ncc1C(=O)N1CCN(C)CC1
 : -6	11
O=C(NCc1nc2ccccc2[nH]1)c1ccccc1
 : -7	3
Cc1cc(N2CCCCC2)nc(NCCNC(=O)Nc2ccc(F)cc2F)n1
 : -10	-12
COc1ccc(-c2ccc(CCC(=O)O)[nH]2)cc1
 : -4	43
CCN(C)c1ccc(C=Nc2c(C)n(C)n(-c3ccccc3)c2=O)cc1
 : 1	8
COc1ccc2nc3sc(C(=O)N(C)c4cccc(C)c4)cc3cc2c1
 : -1	5
COc1ccc(OCc2noc(CNC(=O)CSc3ccc(F)cc3)n2)cc1
 : -5	-8
Cc1ccc(Cl)cc1N1CCN(C(=O)Cc2ccccc2)C(C)C1=O (stereo not drawn)
 : -2	-4
Cc1ccc(-c2cncc(C(=O)Nc3cc(C)cc(C)c3)c2)cc1
 : -2	2
Cc1cccc(NC(=O)N2CCCC(CCC(=O)NCc3cc(F)cc(F)c3)C2)c1 (stereo not drawn)
 : -2	-1
COc1cc2c(cc1OC)-c1nnc(-c3cccs3)n1C1(CCCC1)C2
 : 5	5
CN1C(=O)C(CC(N)=O)NC1=S (stereo not drawn)
 : .	-6
Cc1cc(C)cc(-c2nc3ccccn3c2NC(=O)C(C)Cl)c1 (stereo not drawn)
 : 1	25
Cc1cc(F)ccc1NC(=O)C1CCN(c2c(C#N)cnc3ccc(F)cc23)CC1
 : -1	-8
C=C1CSc2nc(=O)c3c4c(sc3n21)CCCC4
 : 1	-8
COc1cccc(-c2ccc3c(N)c(C(=O)Nc4cc(F)ccc4C)sc3n2)c1
 : -6	-20
CC(C)C1c2cccn2CCN1C(=O)Nc1cccc(Cl)c1 (stereo not drawn)
 : -9	10
CC(C)c1cc(C2CCCN2C(=O)c2c(Cl)cnn2C)on1 (stereo not drawn)
 : 1	-7

More compounds:
Sequence of screens – Pf apPOL block	mHTT-CaM PPI inh
Cc1cccnc1NC(=O)C(C)(C)n1nc(-c2ccccc2)ccc1=O
 : -9	-10
CC(=O)c1ccc(S(=O)(=O)N2CCc3nc[nH]c3C2)cc1
 : 2	4
Cc1nc2n(c(=O)c1CCN1CCC(c3noc4cc(F)ccc34)CC1)CCCC2O (stereo not drawn)
 : 3	.
Cc1cc(NC(=O)C2CN(S(C)(=O)=O)CC23CCCCC3)ccc1F (stereo not drawn)
 : -1	6
C=C(C)COc1ccc2c(C)c(-c3ccc(OC)cc3)c(=O)oc2c1
 : -3	-24
COc1cccc(-c2nc(S(=O)(=O)c3ccccc3)c(N3CCOCC3)o2)c1
 : 1	-1
COc1ccc2cc3cc(C(=O)Nc4ccc(Cl)cn4)oc3nc2c1
 : -3	-6
Cn1cc([N+](=O)[O-])c(C(=O)Nc2nc(-c3ccc(Cl)cc3)cs2)n1
 : -2&2	32&30
C=CCOC(=O)COc1ccc2c(=O)c(-c3ccccc3OC)c(C)oc2c1
 : -9	10
COc1ccc(C2=N/C(=C\c3ccc(F)cc3)C(=O)O2)cc1Br
 : -5	-6
C=CCNC(=O)c1cc2c(=O)n3cccc(C)c3nc2n(Cc2cccnc2)c1=N
 : -11	4
Cc1ccc(S(=O)(=O)N2CCC(c3noc(-c4ccccc4C)n3)CC2)cc1C
 : -2	-6
Cc1ccc(S(=O)(=O)N(c2cccc(Cl)c2)c2nc3ccccc3s2)cc1
 : 3	.
COc1cccc(/C=C2\C(=O)NN(c3ccc(F)cc3)C2=O)c1
 : -4	36
O=C(NC1CC1)c1ccc(OCC2CCN(C(=O)c3ccccc3C(F)(F)F)CC2)cc1
 : -5	8
COc1cc([N+](=O)[O-])cc(C=Nc2ccc(-c3nc4ncccc4o3)cc2)c1O
 : -1	12
CC(=O)c1cccc(NC(=O)C2CC2c2ccccc2)c1 (stereo not drawn)
 : -3	-5
CC(C)CC(=O)N1CC(c2nc(-c3ccc(F)cc3)no2)C2(CCOCC2)C1 (stereo not drawn)
 : -12	3
CCN(C(=O)CN1C(=O)NC2(CCC(C(C)(C)C)CC2)C1=O)c1cccc(C)c1 (stereo not drawn)
 : -3	0
COc1cccc(CNC(=O)N2CCC(N3CCN(Cc4ccc(C)cc4)C3=O)CC2)c1
 : -2	14
CCCc1cc(=O)[nH]c(SCC(=O)Nc2ccc(Cl)cc2Cl)n1
 : -2	0
CCOC(=O)N1CCN(C(=O)C2CCCN(c3ccc(-c4ccco4)nn3)C2)CC1 (stereo not drawn)
 : -9	5
O=C(NC1CC1)C1CCCN(c2cnc3nccnc3c2)C1 (stereo not drawn)
 : 0	-3
Cc1nc(C)c(-c2ccn(C(=O)Nc3ccc(Cl)cc3)n2)s1
 : -5&-14	.
CCCNC(=S)N=C(N)N1CCOCC1
 : -2	.
Cc1ccc(N2CCN(C(=O)c3cccc(F)c3)C(C)C2=O)cc1C (stereo not drawn)
 : 0	-5
COCC(C)NC(=O)c1ccccc1I (stereo not drawn)
 : -6	2
CCOc1ccc(C2C3=C(CC(C)(C)CC3=O)Nc3ncnn32)cc1OC (stereo not drawn)
 : 13	-8
O=C(c1cccc(Br)c1)N1CCCCC1
 : 5	-5
Cc1ccc2oc(-c3cccc(NC(=O)c4cc5ccccc5o4)c3C)nc2c1
 : 2	-8

Retrieved by structure from above (four):
Sequence of screens – Pf apPOL block	mHTT-CaM PPI inh
C=C(C)COc1ccc2c(C)c(-c3ccc(OC)cc3)c(=O)oc2c1
 : -3	-24
CCOc1ccc(C2C3=C(CC(C)(C)CC3=O)Nc3ncnn32)cc1OC (stereo not drawn)
 : 13	-8
CC(=O)c1ccc(S(=O)(=O)N2CCc3nc[nH]c3C2)cc1
 : 2	4
CC(C)CC(=O)N1CC(c2nc(-c3ccc(F)cc3)no2)C2(CCOCC2)C1 (stereo not drawn)
 : -12	3

In the list so far, these have a COOH group:
Sequence of screens – Pf apPOL block	mHTT-CaM PPI inh
CC(=O)OCC1=C(C(=O)O)N2C(=O)[C@@H](NC(=O)Cc3cccs3)[C@H]2SC1
 : 6	.
COc1ccc(-c2ccc(CCC(=O)O)[nH]2)cc1
 : -4	43

Not a retest: an excerpt of the list.
Sequence of screens – Pf apPOL block	mHTT-CaM PPI inh
O=C(NCc1cccnc1)c1c[nH]c2ccc(S(=O)(=O)N3CCOCC3)cc2c1=O
 : 9	-2
C/C(=C\C(=O)c1ccccc1)Nc1ccccc1F
 : -10	5
Cc1cc(F)ccc1NC(=O)C1CCN(c2ccncc2)CC1
 : -1	-5
CN1c2cc(F)ccc2C(=O)NC12CCN(C(=O)c1cccc(F)c1)CC2
 : 1	-12
CC1CCN(C(=O)COc2ccc(-c3ccccc3)cc2)CC1
 : -7	0

(continued)
Sequence of screens – Pf apPOL block	mHTT-CaM PPI inh
COCCCNC(=O)c1cc(S(=O)(=O)N2CCc3ccccc32)ccc1F
 : -2	0
CCCS(=O)(=O)c1c(S(=O)(=O)CCC)c2cnccn2c1C(=O)c1ccc(C)cc1
 : -4	27
CCOc1ccc(C(=O)Nc2ccc(S(=O)(=O)Nc3nccc(C)n3)cc2)cc1OCC
 : -5	-4
Cc1nc(C(N)=S)cs1
 : 0	.
COc1cc(C2=NC(=CC=Cc3ccccc3)C(=O)O2)cc(OC)c1OC
 : -10	.
N#Cc1ccc(Cl)cc1NC(=O)C1CCCN(c2ccc(-c3ccc(F)cc3)nn2)C1 (stereo not drawn)
 : -6	-9
O=C(Nc1cccc(Br)c1)C1Oc2ccccc2NC1=O (stereo not drawn)
 : 0	-10
Cc1cc2n(n1)C(C(F)(F)F)CC(C1CC1)N2 (stereo not drawn)
 : .	-3
COc1ccc(C2=NC3(CCCCC3)N(CC(=O)Nc3cccc(C)c3)C2=O)cc1
 : -3	20
CCOC(CC(=O)NN)OCC
 : -13	.
NC(=O)c1cnn2c1NCC=C2c1cccc(C(F)(F)F)c1
 : -15	.
CCCCC(=O)Nc1nnc(C23CC4CC(CC(C4)C2)C3)s1
 : 2	-3
CCn1c(C2CCN(C(=O)C(C)C)C2)nc2cccnc21 (stereo not drawn)
 : -1	-2
O=C(CSc1nnc2c(n1)[nH]c1ccccc12)c1ccc(F)cc1
 : 0	18
CCOc1ccc(N2C(=O)CSC2c2cccc(Br)c2)cc1 (stereo not drawn)
 : 6	-7
Cc1c(NC(=O)c2ncn[nH]2)cccc1-c1nc2cc(Cl)ccc2o1
 : 8	53*
CCOc1ccc(NC(=O)N2CCC(c3nc(C(=O)N4CCCC4)c(C)o3)CC2)cc1
 : 2	1
COc1ccc(S(=O)(=O)N=C2C(C)=CC(=O)C(S(=O)(=O)c3ccccc3)=C2C)cc1
 : -1	30
CC(C)C1=C2CCCCC2NC(=O)N1 (stereo not drawn)
 : .	-4
CC1CCc2nn(CC(=O)Nc3c(F)c(F)cc(F)c3F)cc2C1 (stereo not drawn)
 : -3	-7
Cc1ccccc1Oc1ccc(N2C(=O)C3C4C=CC(C4)C3(C)C2=O)cc1 (stereo not drawn)
 : -2	-19
COc1cc(C(=O)N2CCN(c3ccc(F)cc3)CC2)c([N+](=O)[O-])cc1OC
 : 2	9
Nc1nnc(-c2ccc(Br)o2)s1
 : .	2
Cc1cc(C(=O)NCc2cccc(F)c2)nc2cc(-c3cccs3)nn12
 : -5	-11
Cc1c(NC(=O)Cc2ccccc2Cl)cccc1-n1cnnn1
 : 3	-4
COc1ccc(C2C(=O)N(C3CCC(C)CC3)CC(=O)N2Cc2ccccc2Cl)cc1OC (stereo not drawn)
 : -8	15
Cc1ccnc(N2CCC(C(=O)NCC3CCN(CCc4ccc(F)cc4)CC3)CC2)n1
 : -3	4
